a7 integrin act – qHTS for Activators of Integrin-Mediated Alleviation for Muscular Dystrophy | Potency, µM (titrated, usually from 38.3 µM), for inactives: top-dose activation, hits mostly activators | alpha7betagal myoblasts, beta-gal FDG fluorescence, 48 h | hit rate 0.064% among 350,000;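 note: potency is the fitted concentration of half-maximal effect; 100% = response of the positive control SU9516; nearly all actives have a fitted effect of over 60% in size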
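alpha7betagal+/- myoblasts (passage 13, 250/well) treated 48 h at 37C with compounds at 1:260 dilution of DMSO stock. Lysed, then beta-galactosidase activity read as FDG fluorescence (ex 480/em 540) after 30 min, with pre-read for autofluorescence.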
GALK inh – qHTS Assay for Inhibitors of Human Galactokinase (GALK). hit rate 0.007% among 270,000. Purified GALK, Kinase-Glo residual ATP luminescence. AID 1868, 2009. P51570. Potency, µM (top dose mostly 57.5 µM), without a hit: at the highest dose activity change, negative = inhibition, most hits filed as inhibitors; note: potency is the fitted concentration of half-maximal effect; % is set by controls: 0 for no effect and ±100 for the full control effect
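Human GALK (5 nM) with 35 uM ATP and 100 uM galactose in 20 mM HEPES pH 8.0, 5 mM MgCl2, 60 mM NaCl, 1 mM DTT, 0.01% BSA. After 1 h at room temperature, leftover ATP was read by Kinase-Glo Plus luminescence.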
MLL CXXC-DNA inh – qHTS Fluorescence Polarization Assay for Inhibitors of MLL CXXC domain - DNA interaction. MLL-CXXC / FITC-HOXA9 DNA fluorescence polarization. Potency, µM (doses to about 115 µM), without a hit: top-dose activity change, negative = inhibition, hits mostly inhibitors. Histone-lysine N-methyltransferase 2A (Homo sapiens), Q03164. hit rate 0.037% among 290,000. AID 2662, 2010; active = well fitted inhibition curve with a large enough effect in the polarisation, with a control signal flat, not every such curve was filed as active; the % refers to the polarisation; note: potency is the fitted concentration of half-maximal effect
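Steps: dispense CXXC domain solution (7 uM) → pin compounds or unlabeled HOX-A9 DNA control → 5 min ambient → add FLSN-HOX-A9 solution (50 nM) → spin → 30 min ambient → fluorescence polarization. Tris pH 7.5/NaCl/DTT/BSA buffer.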
hERG WT inh – qHTS for Inhibitors of KCHN2 3.1: Wildtype qHTS; Voltage-gated inwardly rectifying potassium channel KCNH2 (Homo sapiens), Q12809; hit rate 0.37% among 340,000; AID 720551, 2013; activity change, % at 1.84 µM; U2OS, BacMam KCNH2, thallium flux FluxOr; stronger effect = lower value;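 active = maximum activity change below -70%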; note: % is set by controls: 0 for no effect and ±100 for the full control effect
Target sequence (Q12809 whole entry, looked up): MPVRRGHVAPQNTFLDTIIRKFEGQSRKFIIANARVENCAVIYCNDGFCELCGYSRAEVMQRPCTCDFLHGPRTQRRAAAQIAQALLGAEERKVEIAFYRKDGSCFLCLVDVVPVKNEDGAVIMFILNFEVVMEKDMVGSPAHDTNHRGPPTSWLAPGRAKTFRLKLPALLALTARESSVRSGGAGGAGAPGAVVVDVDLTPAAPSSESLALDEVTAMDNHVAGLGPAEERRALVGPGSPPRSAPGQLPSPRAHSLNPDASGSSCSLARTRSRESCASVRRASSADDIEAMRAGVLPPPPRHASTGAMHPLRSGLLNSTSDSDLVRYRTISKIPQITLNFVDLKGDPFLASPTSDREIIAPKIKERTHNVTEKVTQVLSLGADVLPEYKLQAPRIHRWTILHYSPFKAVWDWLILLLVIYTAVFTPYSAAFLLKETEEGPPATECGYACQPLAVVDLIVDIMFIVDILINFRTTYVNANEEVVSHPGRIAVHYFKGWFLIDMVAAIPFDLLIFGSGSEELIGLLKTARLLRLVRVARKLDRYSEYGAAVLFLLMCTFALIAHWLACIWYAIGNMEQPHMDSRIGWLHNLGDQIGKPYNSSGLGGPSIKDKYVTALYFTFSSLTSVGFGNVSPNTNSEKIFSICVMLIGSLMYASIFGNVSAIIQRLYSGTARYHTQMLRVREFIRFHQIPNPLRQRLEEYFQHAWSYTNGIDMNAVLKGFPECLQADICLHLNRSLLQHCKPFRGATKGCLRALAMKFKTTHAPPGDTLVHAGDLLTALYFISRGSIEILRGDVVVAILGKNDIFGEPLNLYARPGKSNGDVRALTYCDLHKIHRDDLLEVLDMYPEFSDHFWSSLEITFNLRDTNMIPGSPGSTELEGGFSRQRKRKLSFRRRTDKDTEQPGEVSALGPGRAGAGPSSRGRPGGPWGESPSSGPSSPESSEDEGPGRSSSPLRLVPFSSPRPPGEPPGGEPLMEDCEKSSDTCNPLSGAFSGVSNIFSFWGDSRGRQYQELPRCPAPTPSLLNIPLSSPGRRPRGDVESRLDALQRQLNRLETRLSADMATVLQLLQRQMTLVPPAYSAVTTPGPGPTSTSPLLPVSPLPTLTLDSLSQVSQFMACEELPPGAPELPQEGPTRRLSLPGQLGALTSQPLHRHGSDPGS
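U2OS cells transduced with wild-type KCNH2 virus are loaded with FluxOr dye for 45 min, and thallium flux is measured in kinetic reads before and after stimulation buffer. Rate constants are normalized to DMSO controls.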
AT treatment – qHTS Assay for Identifying a Potential Treatment of Ataxia-Telangiectasia | […] A-T fibroblasts, KAP-1 phosphorylation AlphaLISA; neocarzinostatin DNA damage 30 min before lysis | Potency, µM (top dose mostly 57.5 µM), for inactives: at the highest dose activation, hits mostly activators | hit rate 0.19% among 320,000 | AID 485349, 2010; note: potency is the fitted concentration of half-maximal effect; % of control where 0% means no effect; nearly all actives have a fitted effect of over 45% in size
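ATM-like activity read as KAP-1 phosphorylation via AlphaLISA donor/acceptor antibody pairs after lysis and 6 hr at 25C. Cells were ATM-null patient fibroblasts ([…], hTERT), dosed 60 min, then exposed to the DSB inducer NCS for 30 min.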
KCNH2 3.1 block – qHTS for Inhibitors of KCHN2 3.1: Mutant qHTS. U2OS KCNH2 3.1, thallium flux FluxOr; stronger effect = lower value. activity change, % (tested at about 1.8 µM). hit rate 0.95% among 340,000. AID 720553, 2013;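 active = maximum activity change below -70%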;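 note: thallium influx rate constant from kinetic fluorescence after stimulation buffer; % is set by controls: 0 for no effect and ±100 for the full control effect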
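Measured as rate of thallium-driven FluxOr signal in transduced U2OS cells carrying the 3.1 channel, read kinetically for 2 min upon stimulation; values are rate constants scaled to DMSO control wells.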
TRPV1 agonist – HTS Assay for Compounds that Act as Agonists of the Vanilloid Receptor 1. TRPV1-expressing cells, Fluo-8 calcium influx, agonist mode. activation, % at 8.33 µM. hit rate 0.19% among 320,000. AID 540275, 2011; in the data active = activation above about 80%; note: 0% is about no effect
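Fluo-8 calcium influx in TRPV1-expressing cells, kinetic read (ex 480/em 520 nm). Compound added and read 3 min for agonist activity, followed by capsaicin at EC20 final and 2 min further read for enhancement.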
FBPA coupling cs – qHTS Assay for Inhibitors of Fructose-1,6-bisphosphate Aldolase from Giardia Lamblia: Coupling assay counterscreen; coupling enzyme system counterscreen, AmpLite Red fluorescence; hit rate 0.67% among 290,000; activity change, negative = inhibition, % at 58.2 µM, hits read low; in the data active = activity change below about -30%; note: % is set by controls: 0 for no effect and ±100 for the full control effect
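Final compound at 57.5 uM, incubated 10 min at RT with coupling enzyme reagent (glyceraldehyde-3-phosphate), then 20 min with substrate and AmpLite Red detection. Fluorescence read at 525/598 nm; tests interference with the coupling assay, not aldolase inhibition.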
ASM inhibitor – Inhibitors of Secretory Acid Sphingomyelinase (S-ASM): qHTS | AID 504937, 2011 | hit rate 0.006% among 340,000 | Potency, µM (series often up to 57.5 µM), without a hit: top-dose activity change, negative = inhibition, actives largely listed as inhibitors | placental ASM, HMU-PC fluorogenic substrate, 60 min | Sphingomyelin phosphodiesterase (Homo sapiens), P17405; note: potency is the fitted concentration of half-maximal effect
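HMU-PC0 cleavage (9 uM final) by human placental ASM, 60 min at 37 °C following 10 min compound exposure at RT; stopped at pH 10, fluorescence Ex 386/Em 447 nm.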
MBNL1 CUG block – qHTS Assay for Inhibitors of MBNL1-poly(CUG) RNA binding; Muscleblind-like protein 1 (Homo sapiens), Q9NR56; hit rate 0.036% among 280,000; AID 2675, 2010; TR-FRET MBNL1-His/biotin-(CUG)12 binding, 665/545 ratio; Potency, µM (titrated, usually from 57.5 µM), for inactives: at the top dose activity change, negative = inhibition, hits mostly inhibitors; active = well fitted inhibition curve with a large enough effect in the signal ratio, with a control signal flat, not every such curve was filed as active; the % refers to the signal ratio; note: potency is the fitted concentration of half-maximal effect; % is set by controls: 0 for no effect and ±100 for the full control effect
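MBNL1-His + Biotin-(CUG)12, cpd titration 92 nM–58 uM; Tb anti-His Ab 0.055 ng/ul, SA-XL665 5 nM (final); 60 min RT; ratiometric 665/545 nm, Ex 340 nm; normalized to buffer and full-complex controls.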
Starred values were filed as active, the others as inactive; [ ] = remark or other dose. Unless noted, calls come from the whole dose curve; as a rule, active = well fitted curve in the direction sought with a large enough effect; inconclusive = small, poorly fitted or top-dose-only effect, or another doubt; inactive = no such curve, though single readings can be large; an effect the other way counts as inactive or inconclusive.

How did COc1ccc(NC(=O)C(=O)NNC(=O)c2ccc(Cl)cc2Cl)cc1 do in these assays?
a7 integrin act: -3%; GALK inh: -3%; MLL CXXC-DNA inh: -6%; hERG WT inh: -21; AT treatment: 9%; KCNH2 3.1 block: 42; TRPV1 agonist: -1; ASM inhibitor: 0%; MBNL1 CUG block: 3%

What do the screens show for `CC1CCN(c2ccccc2NC(=S)NC(=O)c2ccc(-c3cccc([N+](=O)[O-])c3)o2)CC1`?
a7 integrin act: 4%; GALK inh: 0%; MLL CXXC-DNA inh: -4%; hERG WT inh: -8; KCNH2 3.1 block: 5; TRPV1 agonist: 0; FBPA coupling cs: 1; ASM inhibitor: -4%; MBNL1 CUG block: -1%

What do the screens show for `Cc1nc2ccc(S(=O)(=O)NCC(=O)O)cc2s1`?
a7 integrin act: -4%; GALK inh: 4%; MLL CXXC-DNA inh: -2%; hERG WT inh: 2; AT treatment: 8%; KCNH2 3.1 block: 20; TRPV1 agonist: 1; FBPA coupling cs: 1; ASM inhibitor: 2%; MBNL1 CUG block: -8%

How did O=C(c1ccccc1)c1c[nH]c(C(=O)NNc2cccc(Cl)n2)c1 do in these assays?
a7 integrin act: 13%; GALK inh: 0%; MLL CXXC-DNA inh: -3%; hERG WT inh: -3; AT treatment: -1%; KCNH2 3.1 block: -6; TRPV1 agonist: -13; FBPA coupling cs: 0; ASM inhibitor: -1%; MBNL1 CUG block: -4%

How did CCN(CC)S(=O)(=O)c1ccc(C(=O)NCc2ccc(C)cc2)cc1 do in these assays?
a7 integrin act: -13%; GALK inh: -1%; MLL CXXC-DNA inh: -3%; hERG WT inh: 9; AT treatment: 1%; KCNH2 3.1 block: 7; TRPV1 agonist: 17; FBPA coupling cs: 2; ASM inhibitor: 1%; MBNL1 CUG block: -17%

Results for CCCCc1ccc(/C=C2\C(=O)c3ccccc3C(O)=C2C(=O)OCC)cc1 ?
GALK inh: -2%; MLL CXXC-DNA inh: -2%; AT treatment: 10%; TRPV1 agonist: 11; FBPA coupling cs: -28; MBNL1 CUG block: 17%

What do the screens show for `Cc1ccc(S(=O)(=O)NCC(=O)OCC(=O)Nc2ccccc2OC(F)F)cc1`?
a7 integrin act: 8%; GALK inh: 0%; MLL CXXC-DNA inh: 2%; hERG WT inh: -3; AT treatment: 1%; KCNH2 3.1 block: -7; TRPV1 agonist: 4; FBPA coupling cs: 1; ASM inhibitor: 6%; MBNL1 CUG block: 10%

Results for CCN(CC)C(=O)c1ccc(NS(=O)(=O)c2ccc(/C=C/C(=O)O)cc2)cc1 ?
a7 integrin act: -22%; GALK inh: -1%; MLL CXXC-DNA inh: 0%; hERG WT inh: -6; AT treatment: -1%; KCNH2 3.1 block: 4; TRPV1 agonist: -2; FBPA coupling cs: 3; ASM inhibitor: 0%; MBNL1 CUG block: 5%

What do the screens show for `COc1ccc(/C(N)=N/OC(=O)C2CCCCC2)cc1`?
a7 integrin act: 22%; GALK inh: -5%; MLL CXXC-DNA inh: 6%; hERG WT inh: -15; AT treatment: 10%; KCNH2 3.1 block: -3; TRPV1 agonist: 10; ASM inhibitor: 0%; MBNL1 CUG block: -2%

Results for O=C(OCCN=C1NS(=O)(=O)c2ccccc21)C1CC(=O)N(c2ccc3ccccc3c2)C1 (configuration not stated) ?
a7 integrin act: 21%; GALK inh: 0%; MLL CXXC-DNA inh: 7%; hERG WT inh: -15; AT treatment: -3%; KCNH2 3.1 block: 11; TRPV1 agonist: 0; FBPA coupling cs: 1; ASM inhibitor: 2%; MBNL1 CUG block: 12%

What do the screens show for `O=C(c1ccc2c(c1)[nH]c(=S)n1c3ccccc3nc21)N1CCN(c2cccc(Cl)c2)CC1`?
a7 integrin act: 9%; GALK inh: 3%; MLL CXXC-DNA inh: 5%; hERG WT inh: 4; AT treatment: 0%; KCNH2 3.1 block: -16; TRPV1 agonist: 2; FBPA coupling cs: -4; ASM inhibitor: -2%; MBNL1 CUG block: -2%

Results for Cc1ccc(S(=O)(=O)N(C)c2c(C)ccc(S(=O)(=O)N3CCN(C)CC3)c2C)cc1 ?
a7 integrin act: 17%; MLL CXXC-DNA inh: -10%; hERG WT inh: 7; AT treatment: -8%; KCNH2 3.1 block: -3; TRPV1 agonist: -3; FBPA coupling cs: 0; ASM inhibitor: 0%; MBNL1 CUG block: -14%

How did COc1ccccc1N=C1SC(C)CN1C(=O)C1CCC1 (configuration not stated) do in these assays?
GALK inh: 1%; MLL CXXC-DNA inh: -4%; AT treatment: 32%; TRPV1 agonist: -1; FBPA coupling cs: 4; MBNL1 CUG block: -6%

How did O=C(Nc1nc2c(Cl)cccc2s1)c1ccc([N+](=O)[O-])o1 do in these assays?
a7 integrin act: -9%; GALK inh: -4%; MLL CXXC-DNA inh: 46%[activator]; hERG WT inh: -4; AT treatment: -4%; KCNH2 3.1 block: -7; TRPV1 agonist: 1; FBPA coupling cs: 5; ASM inhibitor: -3%; MBNL1 CUG block: 3%

What do the screens show for `CC(=O)c1ccc(NC(=O)CN2CCN(CC(=O)Nc3ccc(C(C)=O)cc3)CC2)cc1`?
a7 integrin act: 15%; GALK inh: -1%; MLL CXXC-DNA inh: 0%; hERG WT inh: 6; AT treatment: 6%; KCNH2 3.1 block: -102*; TRPV1 agonist: -1; FBPA coupling cs: -1; ASM inhibitor: -4%; MBNL1 CUG block: -1%

What do the screens show for `O=C(NCCCN1CCOCC1)c1cc(-c2ccccc2)nc2ccccc12`?
a7 integrin act: -14%; hERG WT inh: 6; AT treatment: 2%; KCNH2 3.1 block: -4; TRPV1 agonist: 12; ASM inhibitor: -1%

Results for CCCOc1ccc(/C=C/C(=O)O)cc1OC ?
a7 integrin act: 25%; GALK inh: -1%; MLL CXXC-DNA inh: -5%; hERG WT inh: -1; AT treatment: 7%; KCNH2 3.1 block: -1; TRPV1 agonist: 2; FBPA coupling cs: -3; ASM inhibitor: 0%; MBNL1 CUG block: 8%

Results for COc1ccc(N2C(=NC(=O)c3ccccc3)SC3CS(=O)(=O)CC32)cc1 (configuration not stated) ?
a7 integrin act: 11%; GALK inh: -1%; MLL CXXC-DNA inh: -4%; hERG WT inh: -1; AT treatment: -1%; KCNH2 3.1 block: -10; TRPV1 agonist: 5; FBPA coupling cs: 2; ASM inhibitor: -3%; MBNL1 CUG block: -1%

Results for COc1ccc(C(CC(=O)O)N2Cc3ccccc3C2=O)cc1OC (configuration not stated) ?
a7 integrin act: 2%; GALK inh: 0%; MLL CXXC-DNA inh: 3%; hERG WT inh: -2; AT treatment: -2%; KCNH2 3.1 block: -17; TRPV1 agonist: -3; FBPA coupling cs: 4; ASM inhibitor: 4%; MBNL1 CUG block: 0%

How did Cc1cc(NC(=O)CSc2nc3c(sc4ccccc43)c(=O)n2CCCN2CCOCC2)n[nH]1 do in these assays?
a7 integrin act: 3%[7.66 µM]; GALK inh: 2%; MLL CXXC-DNA inh: 21%; hERG WT inh: -9; KCNH2 3.1 block: 8; TRPV1 agonist: -2; FBPA coupling cs: 0; ASM inhibitor: -2%; MBNL1 CUG block: 19%

What do the screens show for `O=C(OCC(=O)N1CCCCC1)c1c[nH]c(=O)[nH]c1=O`?
a7 integrin act: 29%; GALK inh: 3%; MLL CXXC-DNA inh: -2%; hERG WT inh: -9; AT treatment: -2%; KCNH2 3.1 block: -1; TRPV1 agonist: -1; FBPA coupling cs: 0; ASM inhibitor: 6%; MBNL1 CUG block: -3%

How did CCCCCc1nnc(NC(=O)OCCC)s1 do in these assays?
a7 integrin act: 9%; GALK inh: 0%; MLL CXXC-DNA inh: -6%; hERG WT inh: -1; AT treatment: 0%; KCNH2 3.1 block: 1; TRPV1 agonist: 17; FBPA coupling cs: -1; ASM inhibitor: -1%; MBNL1 CUG block: -7%

Results for COc1ccc(-c2nc(CN3CCC(C(=O)N4CCOCC4)CC3)c(C)o2)c(OC)c1 ?
a7 integrin act: 3%; GALK inh: 0%; MLL CXXC-DNA inh: 19%; hERG WT inh: 5; AT treatment: 2%; TRPV1 agonist: -3; ASM inhibitor: 6%; MBNL1 CUG block: -8%

What do the screens show for `Cc1ccc(C(=O)c2ncc[nH]2)cc1`?
a7 integrin act: -16%; hERG WT inh: 9; AT treatment: 9%; KCNH2 3.1 block: 15; TRPV1 agonist: -4; ASM inhibitor: 5%

Not a hit list. About 2% of those tested had a hit in this group.
